Screens from PubChem BioAssay.
GPR35 arrestin U2OS = GPR35 antagonists blocking zaprinast-driven arrestin recruitment, primary screen, imaging, U2OS, beta-arrestin-GFP, zaprinast agonist (AID 2058) | inhibition, % at 10 µM, or IC50 in µM where a hit was titrated | U2OS GPR35 beta-arrestin-GFP translocation imaging, zaprinast antagonism; higher % means a stronger effect | 0.052% of 290,000 active;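 active = inhibition of at least 50% with at least 30 cells and total cytoplasm GFP at most 10,000,000; inconclusive = under 30 cells or total GFP of 10,000,000 plus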
Large T inhibition = SV40 large T antigen inhibitors, biochemical (AID 1903) | SV40 large T antigen ATPase/helicase inhibition assay; higher % means a stronger effect | inhibition, % at 20 µM, or IC50 in µM where a hit was titrated | 0.39% of 310,000 active; in the data active = a potency from the dose series; inconclusive = inhibition mostly from about 32% at the one dose, without a potency; inactive = the rest, 99 in 100 with inhibition below about 32%; note: strong numbers were not always called active
AID2073 = inhibitors of Mint1-CaV2.2 protein interaction, biochemical, HTRF (AID 2073); 0.19% of 290,000 active; HTRF protein-protein interaction, Mint1-CaV2.2; higher % means a stronger effect; Voltage-dependent N-type calcium channel subunit alpha-1B (Homo sapiens); inhibition, % at 20 µM; hits with a dose series show IC50 in µM; in the data active = inhibition mostly above about 51%, no sharp cut-off; inconclusive = no clear call, values can overlap the other calls; inactive = mostly below about 53%; note: some results filed as inactive read as strong as hits
GPR55 LPI antagonism = GPR55 antagonists blocking LPI-driven arrestin recruitment, primary screen, imaging, U2OS, beta-arrestin-GFP, LPI agonist (AID 2013); U2OS GPR55 beta-arrestin-GFP translocation imaging, LPI antagonism; higher % means a stronger effect; inhibition, % at 10 µM, or IC50 in µM where a hit was titrated; 0.13% of 290,000 active;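 active = spots per cell inhibited over 60%, with over 100 cells counted and total cytoplasm intensity under 500,000; inconclusive = wells with under 100 cells, flagged as likely toxic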;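 note: U2OS cells stably carrying GPR55 and arrestin-GFP stimulated by 5 µM LPI near EC80; imaged beta-arrestin-GFP aggregate spots per cell after agonist stimulation; plate controls were LPI-stimulated DMSO wells for no effect and DMSO wells without LPI for full effect; some results filed as inactive read as strong as hits; confirmed hits need IC50 under 10 µM and bright autofluorescent wells are also inconclusive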
Yfh1-depleted yeast = enhancers of respiration in Yfh1-depleted yeast, dose response, Friedreich's ataxia, plus single-dose screen (AID 1465); 0.074% of 220,000 active; S. cerevisiae Yfh1-off respiration, WST-1 reduction, 72 h; higher fold induction means a stronger effect; fold induction at 50 µM, or EC50 in µM where a hit was titrated;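 active = fold induction of absorbance versus untreated yeast above a set limit, then at least 30% activation at any dose in follow-up; inconclusive = repeats straddling the limit, or above it without dose testing; inactive = fold induction below the set limit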;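 note: activators that raise dye reduction in frataxin-depleted yeast; strong numbers were not always called active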
NTR1 agonist = agonists of NTR1, primary screen, imaging, U2OS cells, beta-arrestin-GFP, high content (AID 493036); Neurotensin receptor type 1 (Homo sapiens), P30989; NTR1-U2OS beta-arrestin-GFP spot imaging, agonist mode; activation, % at 20 µM; 0.17% of 330,000 active;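 active = activation at or above 40% of the spot to cytoplasm intensity ratio, with at least 20 cells analyzed; inconclusive = wells under 20 cells, flagged as cytotoxic or low count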;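 note: 0% = DMSO without peptide and 100% = 100 nM NTR1 peptide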
Target sequence (P30989 whole entry, looked up): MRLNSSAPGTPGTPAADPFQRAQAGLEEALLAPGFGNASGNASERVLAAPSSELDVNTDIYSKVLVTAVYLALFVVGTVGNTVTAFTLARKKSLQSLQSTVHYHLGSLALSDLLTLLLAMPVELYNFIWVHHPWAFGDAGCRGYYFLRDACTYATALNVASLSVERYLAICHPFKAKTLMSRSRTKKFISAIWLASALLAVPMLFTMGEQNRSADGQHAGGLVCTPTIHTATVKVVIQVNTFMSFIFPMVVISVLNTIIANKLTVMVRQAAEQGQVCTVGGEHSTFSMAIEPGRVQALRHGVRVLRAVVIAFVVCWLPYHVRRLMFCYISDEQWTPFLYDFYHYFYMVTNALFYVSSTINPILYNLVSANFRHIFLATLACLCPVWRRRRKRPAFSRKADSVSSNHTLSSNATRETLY
MgcRacGAP inhibition = MgcRacGAP GTPase-activating activity inhibitors, confirmation, biochemical, ADP Hunter fluorescence | 0.6% of 340,000 active | one-dose inhibition, % at 30 µM; IC50 in µM for titrated hits | AID 624330, 2012 | MgcRacGAP-stimulated Rac1 GTP hydrolysis, ADP Hunter fluorescence; higher % means a stronger effect; GST-tagged Rac1 F28L mutant substrate | Rac GTPase-activating protein 1 (Homo sapiens);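 active = first-screen hits whose inhibition reached a set limit at any dose in the follow-up dose series; inconclusive = inhibition above the set first-screen limit but never retested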;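 note: fluorescence reports GDP produced by GAP-driven GTP hydrolysis; strong numbers were not always called active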
GPR55 beta-arrestin = GPR55 agonists via beta-arrestin recruitment, primary screen, imaging, U2OS cells, beta-arrestin-GFP redistribution (AID 1961); G-protein coupled receptor 55 (Homo sapiens); U2OS GPR55 beta-arrestin-GFP redistribution imaging; higher % means a stronger effect; activation, % at 10 µM; hits with a dose series show EC50 in µM; 0.048% of 290,000 active;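 active = activation above 40% with more than 50 cells counted in the well; inconclusive = wells holding fewer than 50 cells, flagged as toxic or sparse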;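 note: U2OS osteosarcoma cells stably expressing GPR55 and beta-arrestin-GFP; plate controls were DMSO negative control for no effect and LPI positive control for full effect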
Dengue-2 NS5 capping = Dengue-2 NS5 methyltransferase inhibitors, primary screen, biochemical, confirmation dose response (AID 588689); 0.3% of 340,000 active; Dengue-2 NS5 methyltransferase capping enzyme assay, biochemical; higher % means a stronger effect; inhibition, % at 25 µM; hits with a dose series show IC50 in µM; Genome polyprotein (Dengue virus type 2 (strain 16681-PDK53)); in the data active = a potency from the dose series; inconclusive = inhibition above about 29% without an active follow-up result
NTR1 agonist cell count 20 µM = also measured in NTR1 agonist; calls as there; cell count; measured here: cell count, cytotoxicity flag
Dengue-2 NS5 capping pilot replicate = further read-out of Dengue-2 NS5 capping, marked with its call; inhibition, %; measured here: pilot screen replicate inhibition
An asterisk follows results filed as active; i = inactive; ? = inconclusive; · = not tested or not shown; & = joins results of further samples.

SMILES	GPR35 arrestin U2OS	Large T inhibition	AID2073	GPR55 LPI antagonism	Yfh1-depleted yeast	NTR1 agonist	NTR1 agonist cell count 20 µM	MgcRacGAP inhibition	GPR55 beta-arrestin	Dengue-2 NS5 capping	others
O=[N+]([O-])c1cc([N+](=O)[O-])c2cc3ccccc3nc2c1	4%	38%	-3%	6%	·	26	88	25%	0.5%	6.4µM*
NC(=O)c1cnn(-c2ccc3ccccc3c2)c1N	6%	11%	-2%	-22%	i	-1.1	21	4%	-0.5%	-7%
COc1cc(SC)ccc1C(=O)N1CCN(Cc2ccccc2)CC1	-2%	54µM*	-5%	5%	i	-0.3	42	4%	0.2%	-5%
N#Cc1ccc(NC(=O)Nc2ccc(Oc3ccc(NC(=O)Nc4ccc(C#N)cc4)cc3)cc2)cc1	11%	-5%	42%	5%	i	31	55	11%	0.6%	-11%
COC(=O)C1C(=O)C=C(N2CCOCC2)CC1(C)C (stereo unspecified)	-6%	-7%	-6%	11%	i	1.3	49	9%	-0.2%	-3%
Cc1ccc(-n2c(C)c3c(C)nnc(C)c3c2C)cc1N	-6%	11%	-3%	6%	i	1.0	68	3%	0.0%	-4%
Cc1cc(C(=O)CSc2nnnn2-c2ccc(Cl)cc2)c(C)n1CC1CCCO1 (stereo unspecified)	-5%	6%	-6%	12%	i	12	54	3%	1.6%	-1%
NS(=O)(=O)c1cccn1-c1ncc(C(F)(F)F)cc1Cl	-9%	·	15%	-7%	i	-1.2	57	1%	0.2%	-1%
COc1ccc(-c2c(C)oc3c(CN4CCCCC4C)c(O)ccc3c2=O)cc1OC (stereo unspecified)	-6%	11%	22%	0%	i	5.0	54	12%	0.3%	-1%
O=C(CSc1nnc(CNC(=O)c2c(F)cccc2F)o1)NCCc1ccccc1	8%	29%	3%	4%	·	-0.3	75	7%	0.0%	0%
COc1ccc(S(=O)Cc2ccc(C(=O)NCc3cccc(OC)c3)o2)cc1 (stereo unspecified)	-3%	5%	10%	7%	·	-0.5	55	4%	-0.1%	4%
CC1=C(C#N)C2(O)C(=O)c3ccccc3C2(O)N1 (stereo unspecified)	-16%	3%	-2%	-5%	i	-1.1	73	0%	0.2%	-4%
Cc1ccc(C)c(NC(=O)c2cnc3n(c2=O)CCS3)c1	6%	8%	7%	-10%	i	-0.1	35	-48%	-0.6%	-15%
CCC(C)Nc1nc2c(c(=O)n(C)c(=O)n2C)n1Cc1cccc(C)c1 (stereo unspecified)	2%	10%	-7%	-12%	i	0.0	50	14%	-0.1%	-3%
C1CN(CC2CCN(c3nc4nonc4nc3N3CCSCC3)CC2)CCO1	-2%	11%	-12%	-12%	i	0.1	67	3%	-0.2%	-1%
CCCCC(=O)Nc1ccc(Cl)cn1	-8%	-1%	12%	6%	i	-0.8	53	6%	-0.3%	-2%
Nc1cc(S(=O)(=O)O)cc([N+](=O)[O-])c1O	-7%	23%	-2%	-21%	i	-0.1	36	25%	-0.2%	12%
CCCOC(=O)c1ccc(NC(=O)C2C3C=CC(O3)C2C(=O)O)cc1 (stereo unspecified)	19%	15%	13%	1%	i	-1.3	47	12%	-0.2%	-7%
Cc1ccc(CNS(=O)(=O)c2ccc3c(c2)n(C)c(=O)c(=O)n3C)cc1	-4%	29%	-2%	6%	i	-0.4	54	8%	0.1%	-17%
Cn1cccc1C(=O)NCc1ccc(S(N)(=O)=O)cc1	5%	8%	8%	6%	·	2.5	43	5%	-0.1%	-3%
COC(=O)c1ccc(C(=O)OC)c(NC(=O)COc2ccccc2OC)c1	7%	12%	4%	-1%	i	0.2	63	12%	?	-3%
CNC(=O)NC(=O)Cn1cnc2sc(-c3ccccc3)cc2c1=O	-6%	12%	-2%	0%	i	-0.7	47	·	-0.2%	·
CCOC(=O)C1(C)C=C(Nc2ccccc2)C(=O)N1c1ccccc1 (stereo unspecified)	-1%	1%	11%	-3%	i	1.0	60	0%	-0.1%	-2%
O=C1CCN(S(=O)(=O)c2cccs2)c2ccc(C(F)(F)F)cc2N1	22%	9%	0%	-3%	i	0.4	30	3%	-0.6%	-1%
Cc1ccc(OCC(=O)Nc2nnc(C3CCCO3)s2)c(Br)c1 (stereo unspecified)	-10%	13%	10%	-11%	i	-0.3	39	4%	-0.2%	-1%
O=C(CSc1nc2[nH]ncc2c(=O)n1-c1ccccc1)NCc1cccs1	-4%	15%	-9%	3%	i	1.9	43	-1%	0.4%	5%
Cc1ccc(-n2ncc3c(=O)n(CC(=O)Nc4cccc(Cl)c4)cnc32)cc1C	4%	7%	16%	-6%	?	4.8	33	17%	0.3%	-8%
O=C(CSc1ccc(-c2ccc(Cl)cc2)nn1)Nc1ccc2c(c1)OCCO2	-1%	14%	6%	8%	i	2.4	63	7%	-0.6%	-3%
O=C(O)CCC(=O)NNc1ccccc1[N+](=O)[O-]	9%	10%	4%	-14%	i	1.8	41	7%	-0.1%	-5%
CN(C(=O)C(Cl)Cl)c1ccc(OC(=O)c2ccco2)cc1	12%	-4%&2%	0%	8%	i	4.0	76	2%	-0.1%	-1%
O=C1CCCN2N=C(SCC(=O)N3N=C(c4ccc(Br)cc4)CC3c3ccc(F)cc3)SC2=N1 (stereo unspecified)	-8%	-3%	10%	-5%	i	5.1	46	-1%	-0.6%	-10%
O=C(Nc1cccc2c1CCCC2)c1ccco1	13%	4%	9%	2%	i	-1.7	62	-7%	-0.2%	-3%
C=CCn1c(=NC(=O)CN2C(=O)CCC2=O)sc2cc(S(N)(=O)=O)ccc21	-17%	6%	-10%	7%	i	1.5	66	5%	-0.2%	-7%
COc1ccccc1C(=O)Nc1ccc(S(=O)(=O)NC2=NCCCCC2)cc1	0%	7%	14%	-1%	i	1.3	63	9%	-0.5%	-7%
O=C(C1=C(O)C(=O)N(c2ncccn2)C1c1ccc(F)cc1)c1ccco1 (stereo unspecified)	0%	27%	1%	4%	i	-0.1	50	8%	-0.1%	-3%
CSc1ccc(CN(C)CC(=O)Nc2ccc(NC(C)=O)cc2)cc1	12%	1%	-4%	-2%	i	-0.6	52	-2%	0.6%	-7%
COc1ccc2[nH]c(C)c(CCNC(=S)Nc3cc(C)cc(C)c3)c2c1	10%	8%	0%	5%	·	3.0	70	4%	-0.2%	-9%
COc1ccc(S(=O)(=O)N2CCOC2CNC(=O)C(=O)NCCc2ccccc2OC)cc1 (stereo unspecified)	-10%	7%	7%	5%	·	-1.2	46	8%	0.0%	-3%
COc1ccc(N=Cc2nc(-c3ccccc3)oc2OC(=O)c2ccccc2)cc1	-9%	5%	15%	2%	i	1.7	80	11%	-0.8%	-8%
CC(C)CC(NC(=O)OC(C)(C)C)C(=O)NC(C(=O)NC(C)C(N)=O)C(C)C (stereo unspecified)	-4%	12%	0%	6%	i	-0.1	49	3%	0.2%	-4%
COc1ccc(N(C(=O)c2snc(C(N)=O)c2N)C(C(=O)NC2CCCCC2)c2ccc(C)o2)c(OC)c1 (stereo unspecified)	0%	2%	11%	-8%	·	2.7	49	3%	-0.1%	-2%
CC(C)(C)OC(=O)N1CCC(c2c(C(=O)O)cnn2-c2ccccc2)CC1	-3%	-3%	1%	0%	i	0.4	54	-1%	-0.2%	7%
Cc1ccc(OCCC(=O)OCC(=O)NC2CCS(=O)(=O)C2)cc1 (stereo unspecified)	·	10%	·	·	·	-0.8	47	10%	·	5%
COc1ccccc1-c1c(C)nn2c(N3CCCCCC3)cc(C)nc12	-22%	6%	15%	12%	i	6.9	43	10%	-0.1%	-3%
CC(=O)Nc1sc2c(c1C(c1cccs1)N1CCOCC1)CCCC2 (stereo unspecified)	-6%	4%	2%	24%	i	5.4	54	5%	-0.2%	9%
CSCCC(NC(=O)c1cccc([N+](=O)[O-])c1)c1nc2ccccc2[nH]1 (stereo unspecified)	8%	6%	0%	1%	i	1.1	62	9%	-0.5%	2%
O=C(CSCc1ccccc1Br)NNC(=S)NCc1ccco1	-1%	35%	-11%	7%	·	0.7	58	9%	-0.1%	-6%
CCn1c(O)c(/C=C2\C=Nc3ccccc32)sc1=O	-6%	18%	3%	3%	i	-0.6	72	14%	-0.2%	0%
Cc1onc(-c2c(Cl)cccc2Cl)c1C(=O)NCc1ccccn1	-4%	1%	-3%	5%	i	-1.2	53	9%	0.0%	-2%
Cc1cccc(Nc2nc(N)nc(CN3CCN(Cc4ccc5c(c4)OCO5)CC3)n2)c1	7%	5%	9%	0%	i	4.5	94	6%	0.1%	0%	Dengue-2 NS5 capping pilot replicate=-1.7
CC1=N/C(=C\c2ccc(OC(C)C)cc2)C(=O)N1c1ccc(C(=O)O)cc1	-1%	-7%	15%	16%	i	1.1	79	9%	0.1%	-16%
O=C(Nc1ccc(OCC(=O)N2CCOCC2)cc1)c1ccccc1F	3%	-1%	15%	-4%	·	-0.8	39	10%	-0.2%	-5%
CC1CCCC(C)N1/N=C/c1ccc(C(=O)O)cc1 (stereo unspecified)	0%	9%	-9%	-4%	i	0.2	53	6%	0.3%	7%
O=C(NNC(=O)c1sccc1-n1cccc1)c1cccs1	13%	-2%	3%	8%	i	-0.8	36	6%	0.0%	-7%
S=c1[nH]c(-c2cccs2)cn1-c1ccccc1	3%	20%	1%	3%	·	-0.4	47	11%	0.2%	-4%
O=C(CSc1nc2c(sc3ccccc32)c(=O)n1CCCN1CCOCC1)NC1CCCC1	2%	11%	-5%	0%	i	0.7	75	9%	0.2%	-6%	Dengue-2 NS5 capping pilot replicate=-2.4
